# Compound activity: PubChem BioAssay, NCI
# All columns: NCI-60 one-dose screen, growth in % after 48 h at 10 µM unless noted; 100 = growth as untreated, 0 = no growth, -100 = all killed.
# MDA-MB-468: MDA-MB-468 breast cancer | 78,000 tested, 8.5% active
# K-562: K-562 leukemia; 78,000 tested, 7.4% active
# BT-549: BT-549 breast cancer | 78,000 tested, 4.4% active | AID 1794793
# MCF7: MCF7 breast cancer. 82,000 tested, 6.3% active
# MDA-MB-231: MDA-MB-231 breast cancer; 81,000 tested, 5% active
# T-47D: T-47D breast cancer. 79,000 tested, 5% active
# HS 578T: HS 578T breast cancer; 78,000 tested, 4.1% active; AID 1794788
# LOX IMVI: LOX IMVI melanoma; 79,000 tested, 7.4% active
# The depositor's hits bear a star; . = not tested or not shown; & = joins results of further samples. Rule for the calls: active = growth percent below 10; inactive = the rest.
# Second line of a record: MCF7	BT-549	K-562	T-47D	HS 578T	LOX IMVI	MDA-MB-468	MDA-MB-231
CC(=O)Nc1ccccc1C(C)=O
→ 99	96	104	117	.	107	110	116
COc1cc(/C=C\C(=O)O)ccc1OCc1ccccc1
→ 96	112	126	82	101	96	93	93
Cc1ccc(-c2nn[nH]n2)cc1
→ 91	.	96	103	94	98	113	125
N#Cc1nc(-c2ccccc2)oc1N1CCC(c2nc3ccccc3s2)CC1
→ 94	93	110	113	104	102	111	115
O=C(CCCCCNC(=O)c1nc(-c2ccccc2)n(-c2ccccc2)n1)NO
→ 92	97	109	93	95	98	94	101
c1ccc(Cc2cc(-c3cc(Cc4ccccc4)[nH]n3)n[nH]2)cc1
→ 93	111	46	69	78	.	102	93
CC1S/C(=N/NC(=O)Cc2csc3nc(-c4ccc(Br)cc4)cn23)N(C2CCCCC2)C1=O (stereo not drawn)
→ 79	95	66	67	79	73	87	86
CCN1CCN(c2cc(C(F)(F)F)nc(NCCCNc3ccnc4cc(Cl)ccc34)n2)CC1
→ 63	73	38	51	88	80	28	92
O=C(CCCCNC(=O)c1cc(=O)c(O)co1)Nc1ccccc1
→ 66	98	13	35	93	45	35	99
CC[C@@H](c1ccc2cc(OC)ccc2c1)C(C)(C)C(=O)F
→ 108	20	104	118	92	91	.	106

# Retrieved one by one from the list above:
# Second line of a record: MCF7	BT-549	K-562	T-47D	HS 578T	LOX IMVI	MDA-MB-468	MDA-MB-231
N#Cc1nc(-c2ccccc2)oc1N1CCC(c2nc3ccccc3s2)CC1
→ 94	93	110	113	104	102	111	115
c1ccc(Cc2cc(-c3cc(Cc4ccccc4)[nH]n3)n[nH]2)cc1
→ 93	111	46	69	78	.	102	93
Cc1ccc(-c2nn[nH]n2)cc1
→ 91	.	96	103	94	98	113	125
CC[C@@H](c1ccc2cc(OC)ccc2c1)C(C)(C)C(=O)F
→ 108	20	104	118	92	91	.	106
O=C(CCCCNC(=O)c1cc(=O)c(O)co1)Nc1ccccc1
→ 66	98	13	35	93	45	35	99

# (cont.)
# Second line of a record: MCF7	BT-549	K-562	T-47D	HS 578T	LOX IMVI	MDA-MB-468	MDA-MB-231
CC(=O)O/C(C)=C(\C)C(C)=O
→ 94	100	107	96	100	100	87	110
CCCCCCCCn1c2ccccc2c2c3c(c4c5cc(OC)ccc5oc4c21)C(=O)N(O)C3=O
→ 92	98	.	88	50	89	77	73
COc1ccc(-c2nnc(SCC(=O)c3ccc(Cl)cc3)o2)cc1
→ 108	105	.	90	109	97	109	99
CC(C)(C)c1cc2c(O)c(c1)Cc1cc(C(C)(C)C)cc(c1O)Cc1cc(C(C)(C)C)cc(c1O)Cc1cc(C(C)(C)C)cc(c1O)C2
→ 106	104	111	99	103	88	120	110
COC(=O)[C@H]1Cc2c([nH]c3ccccc23)[C@H](c2cccnc2)N1
→ 95	105	106	106	100	92	91	106
CC1(C)Oc2cc3oc(=O)ccc3cc2C[C@@H]1OCCOS(=O)(=O)c1ccccc1
→ 86	97	.	91	97	95	95	94
Cc1cc(OCc2ccc(C(F)(F)F)cc2)c2c(c1)C(=O)C=C(NCCN1CCCC1)C2=O
→ 31	.	-8.3*	43	85	-53*	51	75
COc1cc(C(=O)c2cc(C(=O)Nc3cccc4cccnc34)c3cc(-c4ccncc4)ccn23)cc(OC)c1OC
→ 96	96	110	90	102	100	102	95
O=C(O)CCCCCCC[C@@H](O)[C@@H](O)CCCCCCO
→ 98	109	97	106	104	105	96	116
Cc1ccc(C(=O)Nc2ccc(CN3CCN(C)CC3)c(C(F)(F)F)c2)cc1C#Cc1cncc2ncccc12
→ -65*	-82*	-67*	.	-32*	-79*	37	-97*
CC(=O)NNC(=S)/N=C\c1c(O)c2ccccc2oc1=O
→ 101	108	104	93	100	93	111	93
CCC(=O)N1C/C(=C/c2ccc(OC)cc2)C(=O)/C(=C/c2ccc(OC)cc2)C1
→ -4.8*	13	1.7*	57	9.8*	-59*	-26*	19
N#CCCOC1C(OCCC#N)C(OCCC#N)C(OCCC#N)C(OCCC#N)C1OCCC#N (stereo not drawn)
→ 104	100	93	103	96	103	110	110
COc1ccc(-c2cc(NC(=O)Nc3nc4c(C)cccc4s3)no2)cc1
→ 92	105	93	98	101	100	105	99
COc1ccc(-c2n[nH]nc2-c2csc3ccccc23)cc1OC
→ 17	17	9.5*	28	6.2*	24	21	36
O=C(NCCc1c[nH]c2ccccc12)C1Cc2ccccc2CN1C(=O)c1ccco1 (stereo not drawn)
→ 90	102	71	105	118	95	.	96
CCOC(=O)CC1NN=c2n(nc3n(-c4ccccc4)c(=O)/c(=C\c4ccc(OC)cc4)n23)C1=O (stereo not drawn)
→ 92	96	113	.	95	94	115	82
O=C(O)COc1ccccc1OCC(=O)O
→ 99	.	98	105	122	107	106	112
O=C(O)c1cnnc2ccccc12
→ 98	101	107	97	121	.	109	.
COc1ccc(-c2c(C#N)c(N)nn2C(=O)c2ccc(NC(=O)c3ccccn3)cc2)cc1OC
→ 93	87	72	91	91	79	106	109

# At a glance, 3 of the compounds above:
# Second line of a record: MCF7	BT-549	K-562	T-47D	HS 578T	LOX IMVI	MDA-MB-468	MDA-MB-231
O=C(O)COc1ccccc1OCC(=O)O
→ 99	.	98	105	122	107	106	112
O=C(O)c1cnnc2ccccc12
→ 98	101	107	97	121	.	109	.
COc1ccc(-c2c(C#N)c(N)nn2C(=O)c2ccc(NC(=O)c3ccccn3)cc2)cc1OC
→ 93	87	72	91	91	79	106	109

# Next part.
# Second line of a record: MCF7	BT-549	K-562	T-47D	HS 578T	LOX IMVI	MDA-MB-468	MDA-MB-231
COc1cc(C2(C)NC(=O)NC2=O)cc(OC)c1OC (stereo not drawn)
→ 95	108	.	100	106	96	106	101
COc1cc2c3c(c(=O)oc2cc1OS(=O)(=O)c1ccc(C(F)(F)F)cc1)CCCCCC3
→ 93	82	92	72	91	104	.	89
CCOC(=O)C(C(=O)OCC)(c1ccccc1)C1CCCCCC1
→ 108	107	96	91	111	100	106	113
[O-][n+]1nc2ccccc2c2ccccc21
→ 94	96	96	118	115	102	106	93
NC(=S)c1csc(CCNC(=O)c2ccccc2)n1
→ 91	97	110	103	102	110	109	107
CCC(C(=N)N)(c1ccccc1)N(C)C (stereo not drawn)
→ 92	119	96	95	99	102	98	105
Cc1ccccc1N=C(N)N=C(N)N
→ 99	97	93	126	96	104	113	109
Nc1nc2nc(N=Nc3ccc(Cl)cc3)[nH]c2c(=O)[nH]1
→ 100	100	99	85	105	94	92	101
COc1cccc(-c2nc(-c3ccc(NS(=O)(=O)c4ccccc4)cc3)[nH]c2-c2ccnc(Br)c2)c1
→ 9.7*	51	5.4*	14	7.9*	4.7*	18	30
COc1cccc(-c2nn(-c3ccccc3)cc2-c2ccnc(N3CCOCC3)c2)c1
→ 87	88	74	52	115	90	69	85
O=C1NC(=O)/C(=C\c2cn(-c3ccccc3)nc2-c2cccc(O)c2)S1
→ 80	83	91	71	114	50	90	73
C=C(CNCCc1ccc(O)cc1)[C@@H]1CC[C@]2(CO)CC[C@]3(C)[C@H](CC[C@@H]4[C@@]5(C)CCC(NCCO)C(C)(C)[C@@H]5CC[C@]43C)[C@@H]12 (stereo partly drawn)
→ -72*	-68*	-49*	-64*	-61*	-84*	-84*	-78*
NSc1ccccc1[N+](=O)[O-]
→ 90	98	102	89	90	95	104	92
CC1CCc2c(sc3nc(NN)n(-c4ccccc4)c(=O)c23)C1 (stereo not drawn)
→ 93	117	83	95	107	93	99	111
COCCNC(=O)Cc1cc(-c2ccc(Cl)cc2)n(-c2ccccc2)c1C
→ 89	83	65	56	107	86	73	90
C[n+]1ccc(C2(C)OCCO2)cc1
→ 92	112	103	102	107	100	98	105
COc1ccc(-c2cc(-c3ccc(C)cc3)nc(NC(=O)c3ccncc3)n2)cc1
→ 79	99	84	86	89	85	92	108
CCNCCCCNCCCCNCCCCNCCCCNCC
→ 101	123	61	72	76	75	.	109
OC(COc1ccccc1)CN1CCN(c2ccccc2)CC1 (stereo not drawn)
→ 108	.	52	108	106	109	.	95
CN(C)CCCC(O)c1cccc2ccccc12 (stereo not drawn)
→ .	106	111	120	.	111	119	119
CC(=O)Nc1c(Br)cc2c(c1Br)Cc1cc([N+](=O)[O-])ccc1-2
→ 55	110	64	56	59	80	48	63
CC(=O)CC(=O)NC1CCCCC1
→ 90	109	90	96	130	111	125	103
CCN(CC)CCCCCCNc1cc(OC)c(F)c2c(C)ccnc12
→ 94	90	96	107	103	107	94	73
CCC(=O)c1ccc(-c2ccccc2)cc1
→ 99	121	104	100	105	106	104	123
Cn1c[n+](C)c2ccccc21
→ 94	.	113	110	121	96	87	109
COc1cccc(-c2nn(-c3ccccc3)cc2-c2ccncc2)c1
→ 73	61	27	32	95	75	24	69
COc1cnc2c(c1)C(=O)c1c-2n(CCCNC(C)C)c(=O)c2cc(OC)c(OC)cc12
→ 12	56	5.0*	36	103	-88*	8.8*	23
COc1ccc(C2OC(c3cc(-c4cc5ccccc5o4)nn3-c3ccccc3)=NN2C(C)=O)cc1 (stereo not drawn)
→ 100	97	93	86	.	86	.	96
CCOC(=O)Nc1ccccc1C
→ 98	103	116	101	110	91	115	117
CC(C)c1ccc(S(=O)(=O)NC2=CN3CC=CCC3CC2=O)cc1 (stereo not drawn)
→ 94	99	.	71	110	102	102	107
Cc1nn(-c2ccccc2)cc1/C=C1\SC(N2CCOCC2)=NC1=O
→ 99	97	94	102	108	96	110	95
C[N+](C)(C)CCCCCC[N+](C)(C)C
→ 95	101&104	94&105	98&102	115&121	100&89	98&108	106&106
CN1C(=O)N(C)C2(c3ccccc3)N(CC(=O)N3CCOCC3)C(=O)NC12c1ccccc1 (stereo not drawn)
→ 96	101	102	96	97	96	98	102
Cc1nn(-c2ccc([N+](=O)[O-])cc2)c(C)c1N=Nc1ccccc1
→ 76	94	92	82	92	102	106	93
CC1=CC23OCC(=O)N2c2ccccc2C(O)C3C(C)=C1 (stereo not drawn)
→ 93	100	93	97	101	99	104	96
CCCCCCCNc1ncncc1-c1ccc(C(F)(F)F)cc1
→ 99	95	95	92	81	97	97	112
N#Cc1nc(-c2ccc(Cl)cc2)cc(-c2ccc(Nc3nc(N4CCCCC4)nc(N4CCCCC4)n3)cc2)c1N
→ 100	99	105	100	94	96	106	114
COc1ccc(-c2nn(-c3ccc(NC(=O)c4ccc(Cl)c(C(F)(F)F)c4)cc3)cc2-c2ccncc2)cc1Cl
→ 23	41	0.1*	46	.	-64*	9.5*	-30*
Clc1ccc(-c2nnc(SCc3ccccc3)n2-c2ccccc2)cc1
→ 90	119	87	94	90	101	90	92
CN(C)c1ccc(/C=N\NC(=O)c2ccc3nc(-c4ccc([N+](=O)[O-])cc4)[nH]c3c2)cc1
→ 70	111	97	98	111	107	126	102
COc1ccc(-c2nc3sc(-c4ccc(Cl)cc4)cn3n2)cc1
→ 49	98	62	55	27	54	33	13
COc1ccc(-c2nc3ccc(C(=O)N=Nc4c(O)[nH]c5ccc(Br)cc45)cc3[nH]2)cc1
→ 112	126	.	117	120	114	106	40
Cn1cc(-c2noc(C(=O)c3cn(C)c4ncccc34)n2)c2ccccc21
→ 35	98	76	46	88	95	-9.4*	70
O=C(O)c1ncc(-c2ccc(C(F)(F)F)cc2F)c(NC2CCCCCC2)n1
→ 90	96	102	79	105	98	96	114
CC(C)=NOC(=O)Nc1ccccc1
→ 94	107	102	88	108	94	106	101
CCNC(=O)OCCO[C@H]1Cc2cc3ccc(=O)oc3cc2OC1(C)C
→ 100	95	103	100	97	98	104	120
O=C(O)c1ccccc1Nc1cccc(S(F)(F)(F)(F)F)c1
→ 93	106	107	86	99	92	111	110
Cc1cc(C)cc(O)c1
→ 98	.	99	102	106	99	103	104
CC(=O)C1C(=O)C(=O)N(c2ccc([N+](=O)[O-])cc2[N+](=O)[O-])C1=O (stereo not drawn)
→ 100	107	104	86	98	100	96	96
Cn1c(C(=O)c2ccncc2)cc2ccccc21
→ 95	89	136	105	115	92	49	96

# Next compounds
# Second line of a record: MCF7	BT-549	K-562	T-47D	HS 578T	LOX IMVI	MDA-MB-468	MDA-MB-231
O=S(=O)(OCCCOS(=O)(=O)c1ccc(F)cc1)c1ccc(F)cc1
→ 57	73	92	42	110	90	84	89
CCOC(=O)c1cc(C(=O)c2ccc(Br)cc2)n2ccc(/C=C/c3ccncc3)cc12
→ 96	103	99	103	84	94	89	74
C#Cc1nc(C(=O)NCCCCCCC(=O)NO)cs1
→ 7.0*	50	5.9*	-38*	-3.1*	-85*	-34*	-72*
Cc1cccc(NC2(C(=O)O)CCCC2)c1
→ 101	102	103	96	107	96	103	99
CC1(CC(=O)Nc2ccccc2)Nc2ccccc2-c2ccnn21 (stereo not drawn)
→ 98	102	90	93	97	98	106	108
COC(=O)c1ccccc1N=NC(C#N)C#N
→ 95	108	103	103	104	101	104	100
CC(C)(C)CC(C)(O)C(C)(O)CC(C)(C)C (stereo not drawn)
→ 95	106	100	96	101	102	87	113
Cc1ccc(CC(C)(O)CC(C)(O)Cc2ccc(C)cc2)cc1 (stereo not drawn)
→ 99	118	96	92	100	99	109	109
Nc1nc(Nc2cccc(F)c2)c2c(n1)C(=O)NCC2
→ 101	92	.	108	109	.	102	111
Cc1oc2ccccc2[n+]1C
→ 98	111	97	115	95	92	115	117
NC(=O)c1ccc[n+](Cc2c(Cl)cccc2Cl)c1
→ 91&115	85	149&126	97&123	105&96	98&104	121&117	107&122
COc1ccc(-c2c3c(N)nc(-c4ccccn4)nc3nc3c2c(C)nn3-c2ccccc2)cc1
→ 90	116	66	89	89	93	102	105
c1cncc(-c2nc3ccccc3n3cccc23)c1
→ 101	104	98	104	.	97	111	106
CSc1nnc(-c2cnn3c2NC(c2ccccc2)C3)n1-c1ccccc1F (stereo not drawn)
→ 83	114	86	95	80	89	98	92
CCOC(=O)CCC(NC(=O)c1ccccc1NC)C(=O)OCC (stereo not drawn)
→ 102	114	.	97	110	103	91	107
Cc1ccc2oc(=O)cc(Cn3nnc(N)c3C#N)c2c1
→ 99	100	92	87	92	70	109	94
